# Screens as filed in PubChem.
# NCI-60 one-dose screen, 48 h, at 10 µM unless noted. Numbers give growth in % (100 = growth as untreated, 0 = no growth, -100 = all killed).
# SK-MEL-2 – SK-MEL-2 melanoma | 77,000 compounds, 4.7% hits | AID 1794763
# HS 578T – HS 578T breast cancer; 78,000 compounds, 4.1% hits; AID 1794788
# UACC-62 – UACC-62 melanoma | 81,000 compounds, 5.4% hits | AID 1794756
# BT-549 – BT-549 breast cancer; 78,000 compounds, 4.4% hits
# SK-MEL-28 – SK-MEL-28 melanoma; 81,000 compounds, 4.1% hits
# T-47D – T-47D breast cancer. 79,000 compounds, 5% hits
# MALME-3M – MALME-3M melanoma; 78,000 compounds, 5.8% hits; AID 1794766
# UACC-257 – UACC-257 melanoma | 78,000 compounds, 4.4% hits
# * hit, by the source's call; / = not tested or not shown; & = joins results of further samples; [ ] = remark or other dose. How the source made its calls: active means growth percent below 10; inactive means the rest. An unsorted share of the library, and some 10% of all compounds hit somewhere here.
SMILES,SK-MEL-2,HS 578T,UACC-62,BT-549,SK-MEL-28,T-47D,MALME-3M,UACC-257
COC(=O)C(C)(C)C1Oc2cc(C)c(Cl)cc2C(=O)/C1=C\O (centres undefined),103,99,100,97,116,80,95,90
COc1ccc(CN2c3ccccc3Sc3ccccc32)cc1F,40,17,28,50,57,50,33,55
O=[N+]([O-])c1ccc(NNCNNc2ccc([N+](=O)[O-])cn2)nc1,96,100,99,98,106,96,106,82
COc1ccc(C(=O)Nn2c(N)cc3ccccc3c2=O)cc1,107,99,92,122,113,90,107,108
CCOC(=O)C1(c2ccccc2)C(=O)Oc2ccccc21 (centres undefined),156,81,89,/,88,108,124,134
COC(=O)C1C(=O)C(C(=O)OC)C(C)N(C)C1C (centres undefined),107,105,114,102,109,88,104,93
COc1cc2nc(-c3ccc(C(F)(F)F)cc3)cc(OCCCN3CCCCC3)c2cc1OC,61,59,-35*,39,51,35,40,10
CC(=O)Nc1ccc(C(=O)c2ccccc2)cc1,98,99,/,92,99,80,94,89
CN1CCS(=O)(=O)C2CCCCC2C1=O (centres undefined),/,115,107,117,103,100,111,96
O=C(CCc1ccccc1)c1ccccc1,110,160,111,109,94,110,104,117

# Ordered by molecular weight (smallest number first): part of the list above
SMILES,SK-MEL-2,HS 578T,UACC-62,BT-549,SK-MEL-28,T-47D,MALME-3M,UACC-257
O=C(CCc1ccccc1)c1ccccc1,110,160,111,109,94,110,104,117
COC(=O)C1C(=O)C(C(=O)OC)C(C)N(C)C1C (centres undefined),107,105,114,102,109,88,104,93
COc1ccc(C(=O)Nn2c(N)cc3ccccc3c2=O)cc1,107,99,92,122,113,90,107,108

# Further entries
SMILES,SK-MEL-2,HS 578T,UACC-62,BT-549,SK-MEL-28,T-47D,MALME-3M,UACC-257
C=C1CC[C@@H]2[C@]3(C)COC(c4cn[nH]c4-c4ccccc4)O[C@@H]3CC[C@@]2(C)[C@@H]1C/C=C1/C(=O)OCC1O (some centres undefined),74,/,-13*,52,-55*,19,-81*,13
CCc1nc(C#N)c(N2CCC(c3nc(-c4ccccc4)no3)CC2)o1,109,97,96,99,100,88,97,101
Nc1nc2c(C(=O)Nc3ccc(Cl)cc3)c(Nc3ccc(Cl)cc3)nn2cc1-c1nc2ccccc2s1,108,98,98,111,109,/,105,123
O=C(c1ccccc1)C1CCC1,97,115,94,/,/,100,117,102
COc1ccc(C2SC(C)C(=O)N2CCc2cccs2)cc1OC (centres undefined),93,95,74,76,108,53,119,76
C=C(C)[C@@H]1CC[C@]2(C(=O)n3ccnc3)CC[C@]3(C)[C@H](CC[C@@H]4[C@@]5(C)CCC(=O)NC(C)(C)[C@@H]5CC[C@]43C)[C@@H]12,90,96,77,78,81,61,92,100
COc1ccc2nc(-c3cc4c([nH]c5ccccc54)c(-c4ccc(F)c(F)c4)n3)[nH]c2c1,56,83,58,67,93,70,92,71
CC(=O)Nc1ccc(S(=O)(=O)c2ccc(NC(=S)Nc3ccc(S(=O)(=O)c4ccc(NC(C)=O)cc4)cc3)cc2)cc1,111,94,93,113,115,101,105,100
CC1=CSC2=NC(c3ccc(Cl)c(Cl)c3)=CC(c3ccc(Cl)cc3)N12 (centres undefined),-14*,-1.1*,11,8.0*,37,21,-23*,19
COc1ccc(CCNC(=O)C(O)[C@H](Cc2ccccc2)NC(=O)c2oc3cc(OC)ccc3c(=O)c2C)cc1 (some centres undefined),122,101,99,119,117,100,106,107
O=[N+]([O-])c1cccc(CO/N=C/c2ccccc2O)c1,107,100,86,79,111,71,99,103
COc1ccc(C(=O)/C=C/c2ccc(OCc3ccccc3)c(OC)c2)cc1OC,73&83,75&95,29&71,13&52,70&90,30&47,71&56,59&63
c1ccc(-c2cn3ccnc3c(-c3ccccc3)n2)cc1,/,90,102,82,98,58,101,119
CCNC(=S)NNC(=O)c1cc2ccc1CCc1ccc(cc1)CC2,102,102,93,102,101,96,101,109
COC(=O)c1nn(C(=O)c2ccc(F)cc2)c2ccccc12,103,89,95,98,114,82,90,96
Cc1ccc(Oc2nc3ccccc3cc2-c2nnc(Cc3ccccc3)o2)cc1,88,87,67,84,108,56,99,100
COc1ccc(/C=C\c2cc(OC)c(OC)c(OC)c2)cc1OC(=O)c1cccc(Cn2cc(CCOC(=O)[C@H](N)Cc3cn(C)c4ccccc34)nn2)c1,51,27,43,3.8*,63,70,65,68
CCN(CC)CCOc1ccc(Nc2ncc3cc(-c4ccc(O)cc4)c(=O)n(C)c3n2)cc1,98,34,93,30,56,67,-44*,67
Nc1nc(SCC(=O)O)c2[nH]cnc2n1,106,99,96,93,108,88,103,100
OC(c1ccccc1)C1CCCCC1 (centres undefined),116,107,94,/,104,111,96,103
CC(C)C(=O)Nc1ccc(-c2nc(-c3cccc(O)c3)c(-c3ccnc(Br)c3)[nH]2)cc1,44,-12*,32,60,50,7.8*,41,53
O=S(=O)(Nc1ccsc1-c1nc(-c2ccccc2)no1)c1cc(Cl)cc(Cl)c1,105,94,84,100,88,/,100,86
NC(N)=N/N=C/c1ccccc1F,118,/,101,104,115,94,103,107
Nc1nc2c(c3cnccc13)C(c1cccc(Cl)c1)Cc1cnccc1-2 (centres undefined),27,39,27,-12*,56,48,62,60
CN1CCN(c2ccc3nc(-c4ccc5nc(-c6ccc(OCCC(C)(C)C)cc6)[nH]c5c4)[nH]c3c2)CC1,5.6*,52,88,72,-59*,73,18,110
O=C(/C=C/c1cc(CN2CCOCC2)c(O)c2ncccc12)c1cc(CN2CCOCC2)c(O)c2ncccc12,21,27,10,13,37,7.1*,39,-6.4*
O=C(Nc1ccc(Br)cc1)c1cc(Br)c(O)c(Br)c1O,65,96,68,97,90,82,69,80
O=c1c(/C=C/c2ccco2)nnc2scc(-c3ccc(Cl)cc3)n12,26,105,89,96,106,59,109,95
COc1c(C(=O)Nc2ccccc2)cc(S(=O)(=O)N2CCCCC2)c(OC)c1OC,92,/,88,88,107,81,85,86
CCOC(=O)N(C)c1ccccc1,115,100,101,101,107,104,104,92
Cc1ccc(C(=O)c2cnc(=S)[nH]c2-c2ccc(Br)cc2)cc1,113,/,98,100,108,102,102,109
O=[N+]([O-])c1ccc(/C=N/N2CCOCC2)s1,104,106,101,107,104,94,109,91
O=C1c2ccccc2C(=O)N1c1ccc2ccccc2c1,106,72,98,107,114,104,112,104
CN1Cc2cccc(N3CCNCC3)c2C[C@@H]1CN(C)[C@H]1CCCc2cccnc21,/,/,99,94,103,84,112,77
O=C1CSC(=Nc2cc(Cl)cc(Cl)c2)N1,108,104,92,96,106,92,105,95
O=c1cc(O)nc2ccccn12,107,112,102,103,105,99,96,107
Nc1ncnc2c1ncn2-c1ccc(C(F)(F)F)cc1,100,89,94,119,115,95,103,98
O=C1C(Cl)C(c2ccc([N+](=O)[O-])cc2)N1n1cnnc1 (centres undefined),104,99,95,89,99,/,102,92
Cc1nc(C)c(/C=C2\C(=O)Nc3ccccc32)nc1C,98,121,91,102,102,86,98,99
c1ccc(CN2CCCC(c3ccccc3)=C2c2ccccc2)cc1,92,91,91,91,108,94,97,92

# Entries of single compounds as entered above:
# COc1ccc(C(=O)/C=C/c2ccc(OCc3ccccc3)c(OC)c2)cc1OC in the list: SK-MEL-2 = 73&83; HS 578T = 75&95; UACC-62 = 29&71; BT-549 = 13&52; SK-MEL-28 = 70&90; T-47D = 30&47; MALME-3M = 71&56; UACC-257 = 59&63
# O=S(=O)(Nc1ccsc1-c1nc(-c2ccccc2)no1)c1cc(Cl)cc(Cl)c1 in the list: SK-MEL-2 = 105; HS 578T = 94; UACC-62 = 84; BT-549 = 100; SK-MEL-28 = 88; T-47D = /; MALME-3M = 100; UACC-257 = 86

# The list continues.
SMILES,SK-MEL-2,HS 578T,UACC-62,BT-549,SK-MEL-28,T-47D,MALME-3M,UACC-257
c1ccc2c(OCCCn3ccnc3)c3oc4ccccc4c3nc2c1,130,100,77,105,101,94,115,114
C(=Nc1ccccc1)c1ccc[nH]1,100,101,92,109,114,110,/,118
CCn1cnc(C[C@H](NC(=O)[C@@H](NC(=O)Nc2cc(C(F)(F)F)cc(C(F)(F)F)c2)C(C)(C)C)C(=O)OC)c1,-91*[100 µM],-2.2*[100 µM],-99*[100 µM],-86*[100 µM],-96*[100 µM],-58*[100 µM],-83*[100 µM],-96*[100 µM]
C=CCOC(=O)C1=C(C)NC2=C(C(=O)CC(C)(C)C2)C1C (centres undefined),96,76,78,101,94,87,98,86
C[C@H]1O[C@@H](O[C@H]2[C@@H](O)C[C@H](O[C@H]3[C@@H](O)C[C@H](O[C@H]4CC[C@]5(C)C6C[C@@H](O)[C@]7(C)[C@@H](C8=CC(=O)OC8)CC[C@]7(O)C6CC[C@@H]5C4)O[C@@H]3C)O[C@@H]2C)C[C@H](O)[C@@H]1O (some centres undefined),-73*,-9.0*,-99*,-90*,-56*,-49*,-57*,-100*
COc1cc(-c2cc(=O)c3c(O)cc(C)cc3o2)cc(OC)c1OC,102,/,100,105,100,106,107,110
ClCc1ccc(Oc2ccc(CCl)cc2)cc1,106,/,98,109,109,94,116,103
COc1cc(-n2cc(C#N)c(N)c2C(=O)c2ccc(C#N)cc2)cc(OC)c1OC,105,109,98,102,100,97,112,100
Cc1ccc(/C=C2\Oc3cc(OCC(=O)c4ccc(Cl)cc4)ccc3C2=O)cc1,79,95,93,110,48,98,90,98
Nc1ccc(N=Nc2ccc(S(=O)(=O)Nc3ccccn3)cc2)c(N)n1,117,98,101,106,112,98,106,108

# By substructure: those above with a CF3 group (3)
SMILES,SK-MEL-2,HS 578T,UACC-62,BT-549,SK-MEL-28,T-47D,MALME-3M,UACC-257
COc1cc2nc(-c3ccc(C(F)(F)F)cc3)cc(OCCCN3CCCCC3)c2cc1OC,61,59,-35*,39,51,35,40,10
Nc1ncnc2c1ncn2-c1ccc(C(F)(F)F)cc1,100,89,94,119,115,95,103,98
CCn1cnc(C[C@H](NC(=O)[C@@H](NC(=O)Nc2cc(C(F)(F)F)cc(C(F)(F)F)c2)C(C)(C)C)C(=O)OC)c1,-91*[100 µM],-2.2*[100 µM],-99*[100 µM],-86*[100 µM],-96*[100 µM],-58*[100 µM],-83*[100 µM],-96*[100 µM]

# Following part
SMILES,SK-MEL-2,HS 578T,UACC-62,BT-549,SK-MEL-28,T-47D,MALME-3M,UACC-257
O=C(/C=C/C=C/c1ccc2c(c1)OCO2)NN=C(c1ccc(F)cc1)c1ccc(F)cc1,99,100,88,112,104,94,98,99
O=C(CN1CCCCCC1)Nc1nc2ccc(NCc3ccc(Br)cc3)cc2s1,100,97,88,96,107,74,92,102
COc1ccc(/C=C2\CN(C)CC3C2=NN(c2ccc(F)cc2)C3c2ccc(OC)cc2)cc1 (centres undefined),90,77,87,101,83,45,71,87
N#Cc1c(-c2ccc(F)cc2)nc(N=Nc2c(O)[nH]c3ccc(Cl)cc23)nc1N1CCOCC1,64,15,35,71,47,47,38,57
Cc1cc(=O)oc2c(OS(C)(=O)=O)c(OS(C)(=O)=O)ccc12,84,106,100,106,/,109,101,104
CC(=O)OC1Oc2ccccc2-c2oc(=O)c(-c3ccc([N+](=O)[O-])cc3)cc21 (centres undefined),70,93,82,75,97,71,80,99
COc1nc(N2CCOCC2)nc2cc(NCc3cccnc3)ccc12,98,105,111,91,113,87,94,95
NS(=O)(=O)c1ccc(CCn2c(-c3ccc(Br)cc3)nc(-c3ccccc3)c2-c2ccccc2)cc1,108,99,95,124,104,104,95,114
CCCCCCCCCCCCCCCC[N+]1(CC)CCCC1,-59*,-8.2*,-78*,-26*,-39*,19,-50*,-46*
N#C/C(=C\n1ccc(=O)[nH]c1=S)C(=O)c1ccc2ccccc2c1,105,101,91,99,105,90,/,94
CC(=O)c1sc2nc(CSc3nc(C)cs3)[nH]c(=O)c2c1C,89,113,102,96,117,100,102,/
COc1ccccc1NC(=O)/C(C=NC(=S)C(N)=S)=C(\C)O,94,98,86,107,116,96,95,93
